# RBX1-CUL1 inh = inhibitors of human ROC1-CUL1 ubiquitin ligase activity; P62877+Q13616; in vitro K48 di-Ub FRET, acceptor:donor ratio, 45 min; inhibition, % at 10 µM; hit rate 0.6% among 140,000; AID 1347404; in the data active means inhibition above about 25%
# Target sequence (P62877 whole entry, looked up): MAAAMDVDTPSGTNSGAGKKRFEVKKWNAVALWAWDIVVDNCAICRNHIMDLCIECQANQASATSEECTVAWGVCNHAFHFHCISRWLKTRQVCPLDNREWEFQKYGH
# Target sequence (Q13616 whole entry, looked up): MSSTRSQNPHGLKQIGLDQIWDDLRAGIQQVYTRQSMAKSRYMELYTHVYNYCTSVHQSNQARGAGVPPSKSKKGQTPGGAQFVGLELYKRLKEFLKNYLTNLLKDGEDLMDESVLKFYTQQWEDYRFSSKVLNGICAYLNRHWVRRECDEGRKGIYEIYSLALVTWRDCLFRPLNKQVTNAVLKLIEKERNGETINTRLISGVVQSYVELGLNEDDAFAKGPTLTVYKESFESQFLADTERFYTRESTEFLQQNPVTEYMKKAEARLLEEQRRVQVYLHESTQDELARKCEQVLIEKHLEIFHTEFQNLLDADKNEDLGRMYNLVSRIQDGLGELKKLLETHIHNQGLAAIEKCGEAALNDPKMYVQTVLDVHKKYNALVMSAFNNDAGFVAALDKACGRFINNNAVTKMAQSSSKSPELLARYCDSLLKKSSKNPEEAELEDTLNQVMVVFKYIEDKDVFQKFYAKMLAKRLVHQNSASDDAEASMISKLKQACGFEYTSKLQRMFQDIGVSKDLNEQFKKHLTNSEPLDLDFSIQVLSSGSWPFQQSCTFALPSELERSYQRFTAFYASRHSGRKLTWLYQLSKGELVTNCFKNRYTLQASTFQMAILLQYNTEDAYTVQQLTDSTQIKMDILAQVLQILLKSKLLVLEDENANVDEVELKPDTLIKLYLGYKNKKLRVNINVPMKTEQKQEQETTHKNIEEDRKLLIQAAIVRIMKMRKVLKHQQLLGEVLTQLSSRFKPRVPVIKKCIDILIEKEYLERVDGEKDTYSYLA
# * marks the source's active call; other numbers are inactive results. An excerpt; the hit share may differ from the screen's.
RBX1-CUL1 inh	structure
0	CC(C)CCn1c(CN2CC[C@@H](N3CCC(O)CC3)[C@H](O)C2)nc2ccccc21
-5	CCOC(=O)CN(C)C(=O)c1coc(COc2cccc(F)c2)n1
-4	O=C(c1cnn2c(C(F)(F)F)cc(-c3ccco3)nc12)N1CCN(Cc2ccccc2)CC1
3	C=CCC(O)(CC=C)C(C)NC(=O)CCC1(Cc2ccc(Cl)cc2)CCC(=O)N1 (stereo not given)
9	COc1ccc(NC(=O)C2CCCN(S(=O)(=O)c3ccc4c(c3)CCCC(=O)N4)C2)c(OC)c1 (stereo not given)
-7	COc1ccccc1C(=O)Nc1ccc(S(N)(=O)=O)cc1
7	CCN1C(=O)c2ccc(C(=O)Nc3cc(C)on3)cc2C1=O
7	O=C(CCCOc1ccc(Cl)cc1Cl)Nc1c2c(nc3ccccc13)CCC2
3	COc1ccccc1-n1nc(-c2ccccc2)c2cnc3cc(C(F)(F)F)ccc3c21
5	CC(C)(C)C(=O)Nc1cc(C(=O)Nc2ccc(C(=O)O)cc2)cc(C(=O)Nc2ccc(C(=O)O)cc2)c1
7	O=C(NC(=O)C(F)(F)F)Nc1ccc2c(c1)OCCO2
0	CCOc1ccc2c(c1)NC(C)(C)c1ssc(=Nc3ccccc3)c1-2
-1	CCCN1CC=C2C(C#N)C(=N)C(C#N)(C#N)C(c3ccoc3)C2C1 (stereo not given)
-5	CCc1c(C)sc(NC(=O)C2CCCO2)c1C(=O)NC1CCCC1 (stereo not given)
-3	Cn1nc(C(=O)N2CCc3[nH]nc(C4CCC4)c3C2)ccc1=O
0	COc1ccc(-c2cc3nnc(-c4ccccc4)nc3s2)cc1
-2	COCCN1C2=C(C(=O)CC(C)(C)C2)C(c2ccccc2OCC(=O)Nc2ccc(C)c(Cl)c2)C2=C1CC(C)(C)CC2=O
-12	CN(C)c1cc(-c2cccc(-c3ccn(Cc4cccnc4)n3)c2)ncn1
-7	O=C(c1ccc(F)cc1)N1CCC(c2nc3ccccc3s2)CC1
4	O=C(Nc1ccc(N2CCN(C(=O)c3ccccc3)CC2)c(Cl)c1)c1ccc(Br)o1
-2	CC1CC2(CCCC2)N(C(=O)c2ccccc2)Cc2ccccc21 (stereo not given)
-2	CCC(=O)Nc1ccc2c(c1)nc(CCN1CCCCC1)n2C
-3	C/C(C(=O)c1ccccc1)=C(/CC(=O)c1ccc(C)cc1)c1ccccc1
5	COCc1cc(C)nc(SCC(=O)Nc2ccc(F)c(F)c2F)c1C#N
-1	Cc1ccc(CNC(=O)CCCn2c(=O)c3ccccc3n(CC(=O)Nc3ccc(C)cc3)c2=O)cc1
-6	COC(=O)c1cc(NC(=O)c2ccc3c(c2)N(Cc2cccc(Cl)c2)C(=O)c2ccccc2S3=O)cc(C(=O)OC)c1 (stereo not given)
4	OCCOc1ccccc1CN1CCc2onc(-c3ccccc3F)c2C1
-2	CN(C(=O)CSc1nc2c(c(C(F)(F)F)n1)CCc1ccccc1-2)c1ccc(OC(F)(F)Cl)cc1
2	Cc1cc(C(=O)N2CCN(c3ccc(F)cc3)CC2)cs1
4	COc1cccc(O)c1CN1CCC(C(Cc2ccccc2F)N(C)C(=O)c2ccoc2C)CC1 (stereo not given)
7	CCc1noc(C)c1C(=O)NC(C)c1ccc(C(C)C)cc1 (stereo not given)
6	CC(C)(C)OC(=O)N1CCC(c2c(C(=O)NCCN3CCC(Cc4ccccc4)CC3)cnn2-c2cccc(Cl)c2)CC1
-3	CCc1nn(CC(=O)N2CCC(C)CC2)c(=O)c2cc3occc3n12
3	CC(=O)c1c(C)sc(C)c1-c1ccccc1
2	O=C(CSc1nc2sc3c(c2c(=O)[nH]1)CCCC3)NCCCO
2	CC(C)COc1cccc(C(=O)Nc2ccc(F)cc2F)c1
-13	COc1cc(OC)c(C(=O)Nc2cc(C)cc(C)c2)cc1OC
4	CCn1cc2nc(SCc3c(F)cccc3Cl)n(CCc3ccccc3)c(=O)c2n1
1	Cc1cccc(CN2CCN(Cc3ccc(C)o3)C(CCO)C2)n1 (stereo not given)
1	Cc1cccc(NC(=O)Cc2noc3ccccc23)c1C
2	Cc1nnc2c(N3CCN(c4ccccc4F)CC3)nc3ccccc3n12
7	CC(=O)N1c2ccccc2C2(CC(=O)N(Cc3ccccc3)C2=O)C1/C=C/c1ccccc1 (stereo not given)
4	CCn1cc(C(=O)NCCc2ccc(OC)c(OC)c2)c(=O)c2cc(S(=O)(=O)N3CCCCCC3)ccc21
-8	COc1ccc(-c2cn3cccnc3n2)cc1NC(=O)Cc1ccccc1
5	Cc1nc(Cl)sc1C(=O)Nc1ccc(C(C)(C)C)cc1
3	CC(C)c1cnc2c(c1SCC(=O)Nc1ccccc1C(F)(F)F)c(=O)n(C)c(=O)n2C
-2	O=C(CS(=O)(=O)Cc1ccccc1)NCCc1ccc(F)cc1
0	CCN1CCN(CC(O)COc2ccc(CN3CCSCC3)cc2OC)CC1 (stereo not given)
2	CCN(CC)C(=O)Cn1c(=O)n(Cc2ccc(C(=O)NCc3ccccc3Cl)cc2)c(=O)c2ccccc21
-2	COc1ccc(NC(=O)CCn2nc(-c3ccc(Cl)cc3)c3ccccc3c2=O)cc1
1	O=C(Cc1ccccc1F)Nc1ccc(I)cc1
3	COc1ccc(-c2cc(NCc3ccc(F)cc3)n3cnnc3n2)cc1
7	CC(=O)Nc1ccc(Oc2cc(NC(=O)c3ccccc3)cc([N+](=O)[O-])c2)cc1
12	CCCCCCNc1ncnc2sc(C)c(C)c12
-8	Cc1sc(-c2ccccc2)cc1Br
-1	CCNC(=O)CC1C(=O)N(c2ccc(C)cc2)C(=O)N1CCOC (stereo not given)

# Next results:
RBX1-CUL1 inh	structure
-13	Cc1nn(C(C)(C)C)c(OC(=O)C(C)(C)C)c1Sc1ccccc1
9	COc1ccccc1/C=C1/SC(=Nc2ccccc2C)NC1=O
11	O=C(c1cccc2cccc(O)c12)N1CCCCC1
-1	COc1ccc(C2N=C(c3ccccc3)C(C)(C)N2O)cc1OC (stereo not given)
3	COc1ccccc1N1CCN(C(=O)C2CC(=O)N(c3ccccc3C)C2)CC1 (stereo not given)
-9	CCOc1ccc(Cl)cc1CNc1ncn[nH]1
5	C=CCCCCCCCCC(=O)Nc1c[nH]c(=O)[nH]c1=O
0	COCCN1CCCC2(CCN(Cc3cccc4cccnc34)C2)C1=O (stereo not given)
0	Cc1ncc2c(c1-c1noc(CCCC(=O)c3ccccc3)n1)CCNC2
-6	CCC1CN(CCC(=O)N2CCN(Cc3csc(C)n3)CC2)Cc2cc(OC)ccc2O1 (stereo not given)
-12	Cc1c(C(=O)N2CCCCCC2)c(S(=O)(=O)NCc2ccc(Br)cc2)c(C)n1C
4	O=C(CC1(c2ccccc2)N(c2ccccc2)C(=O)C(=O)N1c1ccccc1)c1ccccc1
-2	Cc1c(NC(=O)c2cc(I)ccc2Cl)cccc1-c1nc2ncccc2o1
-7	C/C(=N/NC(=O)c1cccc(C)c1)c1ccc2ccccc2c1
3	COc1ccc(Cl)cc1S(=O)(=O)Oc1cc(Cl)ccc1Cl
-2	CC(=O)Nc1cccc(-c2cn3ccsc3n2)c1
8	O=C(NC1CCCCC1)c1ccc(CSc2nc3cccnc3n2Cc2ccccc2F)cc1
6	CC1Nc2sccc2C(=O)N1c1ccccc1 (stereo not given)
-5	CCOC(=O)c1c(NC(=O)CO/N=C(/C)c2cccs2)sc2c1CCCC2
-8	Cc1occc1C(=O)N(C)C(Cc1ccccc1)C1CCN(C(=O)c2ccc3nccnc3c2)CC1 (stereo not given)
7	COC(=O)N/N=C/c1c[nH]c2ccccc12
-6	COc1ccc(C)cc1Nc1nc(N)c2cc(OC)c(OC)cc2n1
0	O=C(COc1ccc(F)cc1)Nc1ccc(C(=O)OCc2cc(=O)n3nc(C4CC4)sc3n2)cc1
2	Cc1cc2c(c(=O)o1)C(c1ccoc1)C(C#N)C(=N)O2 (stereo not given)
0	COc1ccc(-c2cc3nc(C4CCN(C(=O)OC(C)(C)C)CC4)c(C(=O)Nc4cc(Cl)cc(Cl)c4)cn3n2)cc1
7	O=C(NC(NCc1cccnc1)C(Cl)(Cl)Cl)c1ccccc1[N+](=O)[O-] (stereo not given)
18	COc1cc(CC2(CCC(=O)NC(C)(C)C34CC5CC(CC(C5)C3)C4)CCC(=O)N2)ccc1F (stereo not given)
6	COc1ccc(OC)c(NC(=O)c2ccc(S(=O)(=O)N3CCCCC3)cc2)c1
-1	COc1cc(C(=S)N2CCCC2)ccc1OS(=O)(=O)c1ccc(NC(C)=O)cc1
-3	Cc1ccc(C2(C)NC(=O)CS2)cc1 (stereo not given)
-8	O=C1N(CCc2ccccc2)CCCC1(O)CNC1C2CC3CC(C2)CC1C3 (stereo not given)
-3	O=C(NNC(=O)c1ccc(Br)s1)NC1CCCCC1
2	NC(=O)c1c(NC(=O)CS(=O)(=O)c2ccc(Cl)cc2)sc2c1CCCC2
-1	Cc1ccc(C(=O)Nc2ccc(-c3nnc(SCC(=O)NC4CCCCC4)n3C)cc2)cc1
1	Cc1nc2scc(C)n2c(=O)c1S(=O)(=O)Nc1ccc(N2CCN(S(C)(=O)=O)CC2)cc1
0	Cc1ccc(NS(=O)(=O)c2ccc3[nH]c4c(c3c2)CCCC4)cc1N(C)C
-5	Cc1ccc2scc(N3CCN(c4ccccc4)CC3)c(=O)c2c1
-3	COC(=O)Nc1ccc(S(=O)(=O)Nc2ccc(Oc3ccc(C#N)cc3)cc2)cc1
5	Clc1ccc2nc(Nc3ccccc3Cl)nc(-c3ccccc3)c2c1
0	CC1CCc2onc(C(=O)Nc3ccc(Cl)cc3)c2C1 (stereo not given)

# Reformatted with tabs: entries from further up.
Structure	RBX1-CUL1 inh
COC(=O)Nc1ccc(S(=O)(=O)Nc2ccc(Oc3ccc(C#N)cc3)cc2)cc1	-3
Cc1ccc(C(=O)Nc2ccc(-c3nnc(SCC(=O)NC4CCCCC4)n3C)cc2)cc1	-1
CC1CCc2onc(C(=O)Nc3ccc(Cl)cc3)c2C1 (stereo not given)	0
Clc1ccc2nc(Nc3ccccc3Cl)nc(-c3ccccc3)c2c1	5
NC(=O)c1c(NC(=O)CS(=O)(=O)c2ccc(Cl)cc2)sc2c1CCCC2	2

# 6 records picked at random from the list so far, as already listed:
RBX1-CUL1 inh	structure
-5	Cc1ccc2scc(N3CCN(c4ccccc4)CC3)c(=O)c2c1
0	CC1CCc2onc(C(=O)Nc3ccc(Cl)cc3)c2C1 (stereo not given)
-3	COC(=O)Nc1ccc(S(=O)(=O)Nc2ccc(Oc3ccc(C#N)cc3)cc2)cc1
2	NC(=O)c1c(NC(=O)CS(=O)(=O)c2ccc(Cl)cc2)sc2c1CCCC2
1	Cc1nc2scc(C)n2c(=O)c1S(=O)(=O)Nc1ccc(N2CCN(S(C)(=O)=O)CC2)cc1
5	Clc1ccc2nc(Nc3ccccc3Cl)nc(-c3ccccc3)c2c1

# Given as labelled records: part of the list above
structure: Cc1nnc2c(N3CCN(c4ccccc4F)CC3)nc3ccccc3n12
  RBX1-CUL1 inh = 2
structure: CC(=O)N1c2ccccc2C2(CC(=O)N(Cc3ccccc3)C2=O)C1/C=C/c1ccccc1 (stereo not given)
  RBX1-CUL1 inh = 7

# Following part.
RBX1-CUL1 inh	structure
6	Cc1ccc(C(=O)OCC(=O)Nc2ccccc2N2CCOCC2)cc1
2	c1ccc2c(c1)OC1(CCCCC1)c1cnoc1-2
0	CC(C)=CC(=O)CC(O)(c1ccccc1)C(F)(F)F (stereo not given)
5	Cc1nc2c(-c3ccccc3)c(C)nn2c(C)c1CCC(=O)NCc1cccc(Cl)c1
2	O=C(CN1CCCN(Cc2ccc(F)cc2)S1(=O)=O)Nc1ccc2c(c1)OCCO2
2	COc1ccc(-c2nsc(NC(=O)COc3ccccc3OC)n2)cc1
8	Cc1cccc(N2CCN(C(=O)CCS(=O)(=O)c3ccc4c(c3)oc(=O)n4C)CC2)c1C
-4	CCCCC(CC)Cn1c(Oc2ccccc2)nc2c1c(=O)n(C)c(=O)n2C (stereo not given)
-12	COc1cc(N2Cc3ccccc3C2)ccc1/C=C1\SC(=Nc2ccccc2)N(C2CCCC2)C1=O
0	O=C(O)c1cccnc1-c1ncccc1C(=O)O
-1	N#CC1C(=N)N(N)C(=S)C2=C1CCCC2 (stereo not given)
-2	Cc1cccc(N2CCN(C(=O)NCc3noc4ccccc34)CC2)c1C
0	Cc1cc(C)c2nc(C(F)(F)F)nc(N3CC(C)OC(C)C3)c2c1 (stereo not given)
-9	Cc1cc(C)cc(NC(=O)C(C)N2Cc3ccccc3C2=O)c1 (stereo not given)
-12	O=C(O)c1sccc1CCc1ccoc1
4	COc1ccc(CNC(=O)CN(C)S(=O)(=O)c2ccc3[nH]c4c(c3c2)CCCC4)cc1
11	COc1ccccc1-c1cc(C(F)(F)F)nc(S(=O)(=O)CCCC(=O)Nc2cc(Br)ccc2O)n1
-2	COC(=O)c1c(NC(=O)C2(C)CC2(Br)Br)sc(C(=O)N(C)C)c1C (stereo not given)
3	Nc1ccc(C(=O)OCC(=O)c2ccc(Cl)cc2)cc1
-4	N=C1CC(=O)N=C(SCC(=O)Nc2cccc(Cl)c2)N1CCc1ccccc1
3	CCN(CC)CCCNC(=O)c1c(C)oc2ncnc(N3CCOCC3)c12
1	CCOC(=O)C1=C(C)N(c2ccc(C)c(C)c2)C(=O)/C1=C\c1ccc(OC)cc1
1	Fc1c(F)c(F)c(CSc2ccccn2)c(F)c1F
2	CCC(=O)CC(c1ccccc1)c1c(O)sc2ccccc2c1=O (stereo not given)
15	O=C(NCCCOc1cccc(CN2CCCCC2)c1)c1ccccc1
10	CCc1cccc(CC)c1NC(=O)CN(C)S(=O)(=O)c1ccc2c(c1)n(C)c(=O)c(=O)n2C
4	COc1ccc(/C=C2\SC(=S)N(C(C(=O)O)C(C)C)C2=O)c(OC)c1 (stereo not given)
-5	CNc1nc(C(C)C)nnc1-c1ccc(Cl)cc1
-1	Cc1ccccc1S(=O)(=O)Oc1c(Br)cc(Br)c2cccnc12
6	CCOc1ccc(CCNC(=O)CSc2cc(=O)n(C)c3ccc(Cl)cc23)cc1OCC
-10	O=C(c1ccccc1)N1CCCC(c2nc3c(nnn3Cc3ccc(F)cc3F)c(=O)[nH]2)C1 (stereo not given)
1	CCC(=O)Nc1cccc(C(=O)OCC(=O)c2ccc3ccccc3c2)c1

# Assay outcomes (PubChem)
